TPT1 inhibitor: blocks Candida albicans tRNA 2'-phosphotransferase; inhibition, % at 5 µM; 300,000 compounds, 0.81% hits; AID 1962; recombinant caTPT1, FP RNA substrate dephosphorylation;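 active = inhibition above the mean of all tested compounds plus 3 SD, set per screening campaign, cut at about 24% in these data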;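 note: plate controls were DMSO alone for no effect and ferristatin control at 100 nM for full effect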
HCV core dimer: HCV core protein dimerization inhibition. 300,000 compounds, 0.33% hits. AID 1899. TR-FRET GST/Flag-core106 dimerization, 1536-well. inhibition, % at 5 µM;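 active = inhibition above the mean of all tested compounds plus 3 SD, set per screening campaign, cut at about 45% in these data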
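test system = GST/Flag-tagged HCV core106 proteins | probe or stimulus = Eu donor and XL665 acceptor anti-tag antibodies | times = compound-protein-antibody incubation 4 h at 22.5 °C | signal = TR-FRET, excitation 340 nm, emission 617 and 671 nm | measure = percent inhibition of core106 dimerization signal | controls = wells lacking GST-core106 and wells with excess unlabelled core106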
LYPLA2 inh: LYPLA2 (human) inhibition in PME1 counter-screen; recombinant LYPLA2, FP-Rh probe fluorescence polarization; inhibition, % at 5.9 µM; 320,000 compounds, 0.38% hits; AID 2177;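 active = inhibition above the screen-wide mean plus 3 SD, limit set per campaign, cut at about 26% in these data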;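 note: 0% = LYPLA2 with DMSO and 100% = wells lacking LYPLA2 enzyme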
Target sequence (O95372 whole entry, looked up): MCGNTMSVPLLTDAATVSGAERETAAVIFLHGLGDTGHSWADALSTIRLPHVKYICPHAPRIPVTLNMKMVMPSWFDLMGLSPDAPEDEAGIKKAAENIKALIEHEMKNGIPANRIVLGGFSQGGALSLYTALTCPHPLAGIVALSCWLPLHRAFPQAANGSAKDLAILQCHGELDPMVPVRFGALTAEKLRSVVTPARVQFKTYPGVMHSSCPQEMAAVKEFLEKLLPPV
Fh CTSL1 inh: counter-screen for PFM18AAP inhibitors: inhibitors of F. hepatica cathepsin L1; recombinant F. hepatica cathepsin L1, Z-Leu-Arg-MCA fluorescence; inhibition, % at 5.96 µM; 300,000 compounds, 0.49% hits;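 active = inhibition above the mean of all tested compounds plus 3 SD, set per screening campaign, cut at about 17% in these data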;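 note: 0% = plate median of test compound wells and 100% = 1 µM Z-Phe-Ala-diazomethylketone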
JMJD2C inh: human JMJD2C demethylase inhibition; inhibition, % at 2.35 µM; AID 2099; 330,000 compounds, 0.069% hits; GST-JMJD2C(1-420) H3K9me3 demethylation, DELFIA europium;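 active = more than half of a compound's replicate wells show inhibition beyond 50%, single wells judged on their own value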;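 note: signal counts dimethyl H3K9 product captured on neutravidin plate; 0% = median of DMSO wells and 100% = 0.3 times that DMSO median; strong numbers were not always called active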
Efflux pump mplx: inhibitors of Candida antifungal efflux pumps expressed in yeast | AID 485275 | S. cerevisiae Candida pump triplex, Nile Red efflux | 330,000 compounds, 0.44% hits | inhibition, % at 10 µM;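 active = plate passing quality check with inhibition over a set limit, or well fluorescence over plate mean plus 4 SD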;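 note: Nile Red retained in pooled yeast measured as flow cytometry median fluorescence; 0% = buffer negative control and 100% = Enniatin B positive control; higher means more Nile Red kept so more efflux inhibition; some compounds called inactive have numbers as strong as hits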
PP1 counter: PP1-alpha (human) inhibition in PP5 counter-screen; inhibition, % at 6.7 µM; 320,000 compounds, 0.9% hits; purified PP1alpha, OMFP fluorescence; AID 2235; P62136;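 active = inhibition above the mean inhibition of all tested compounds plus 3 SD, computed separately for each screening campaign, cut at about 15% in these data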
Target sequence (P62136 whole entry, looked up): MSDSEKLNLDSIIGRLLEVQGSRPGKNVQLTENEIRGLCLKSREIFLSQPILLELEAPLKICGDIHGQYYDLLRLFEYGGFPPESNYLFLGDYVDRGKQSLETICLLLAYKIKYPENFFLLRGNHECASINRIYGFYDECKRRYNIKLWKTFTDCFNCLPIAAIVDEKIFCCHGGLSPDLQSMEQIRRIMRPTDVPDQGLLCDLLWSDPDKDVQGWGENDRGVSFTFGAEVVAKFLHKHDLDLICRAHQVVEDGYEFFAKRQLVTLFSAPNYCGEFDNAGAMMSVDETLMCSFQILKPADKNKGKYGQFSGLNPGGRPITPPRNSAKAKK
PP5 inh: inhibitors of human protein phosphatase 5 (PP5) | 320,000 compounds, 0.18% hits | purified PP5c, OMFP substrate fluorescence | AID 1987 | inhibition, % at 6.7 µM;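 active = inhibition above the campaign's mean inhibition across all tested compounds plus 3 SD, cut at about 9.5% in these data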;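 note: 0% = DMSO only and 100% = 100 µM cantharidin control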
Target sequence (P53041 whole entry, looked up): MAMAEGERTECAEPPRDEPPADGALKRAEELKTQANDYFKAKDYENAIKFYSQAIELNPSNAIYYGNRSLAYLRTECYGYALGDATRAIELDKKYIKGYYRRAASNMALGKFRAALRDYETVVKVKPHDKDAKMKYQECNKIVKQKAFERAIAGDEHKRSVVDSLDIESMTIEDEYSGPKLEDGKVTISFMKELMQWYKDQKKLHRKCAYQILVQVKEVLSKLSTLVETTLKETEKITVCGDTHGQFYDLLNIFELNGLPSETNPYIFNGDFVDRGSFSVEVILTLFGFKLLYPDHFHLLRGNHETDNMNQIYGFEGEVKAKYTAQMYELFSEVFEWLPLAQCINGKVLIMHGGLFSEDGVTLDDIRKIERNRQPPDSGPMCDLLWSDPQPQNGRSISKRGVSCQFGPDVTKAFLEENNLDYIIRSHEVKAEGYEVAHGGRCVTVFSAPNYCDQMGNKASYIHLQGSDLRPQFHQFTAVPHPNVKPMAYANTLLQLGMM
PREPL inh: inhibits the human prolyl oligopeptidase-like enzyme; AID 2751; 320,000 compounds, 0.68% hits; inhibition, % at 5.96 µM; recombinant PREPL, fluorescence polarization activity-based probe; Q4J6C6; in the data active = inhibition above about 43%;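 note: 0% = enzyme with DMSO and 100% = wells lacking enzyme; many of its hits are not listed in these tables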
Numbers without * were called inactive; . = not tested or not shown; & = joins results of further samples. Some of the compounds tested; the hit share may differ from the screen's.

SMILES | TPT1 inhibitor | HCV core dimer | LYPLA2 inh | Fh CTSL1 inh | JMJD2C inh | Efflux pump mplx | PP1 counter | PP5 inh | PREPL inh
COc1cccc(C(=O)Nc2cc(C)on2)c1OC | -3 | -2 | 5 | -4 | 5 | 0.0 | -10 | 0.7 | 2
COc1cccc(N2CCN(CC(=O)c3c(C)[nH]c4ccccc34)CC2)c1 | -4 | -5 | 1 | 2 | -8 | -0.1 | -1 | 0.0 | 4
CCc1cccc2sc(NC(=O)c3ccc(N4C(=O)CCC4=O)cc3)nc12 | -2 | 13 | -13 | -7 | -20 | 0.1 | 4 | 4.0 | -5
CC(=O)NC(=S)Nc1ccccc1C(=O)NC1CCCCC1 | -4 | -5 | 11 | 3 | 2 | 0.0 | -2 | -1.3 | 9
CCCOc1ccc(C2c3c(oc4ccccc4c3=O)C(=O)N2CCCN2CCOCC2)cc1 (stereo not given) | 0 | 10 | -3 | -1 | -10 | 0.0 | 0 | 1.7 | 10
Cc1nc(-c2ccc(F)cc2)c(CC(=O)N2CCN(S(=O)(=O)c3ccc(F)cc3)CC2)s1 | 1 | 3 | -6 | -2 | 12 | -0.1 | 5 | 4.4 | 1
CSc1nc2ccc(NS(=O)(=O)c3ccc(CNC(C)=O)cc3)cc2s1 | . | . | 0 | . | . | 0.2 | -6 | 4.0 | 1
O=C(/C=C/c1c(Cl)nc2ccccn12)N1CCCCC1 | 2 | 3 | 4 | 2 | 0 | -0.1 | 8 | 2.5 | 1
c1ccc(C[C@H]2CNCCN2CC2CCCCC2)cc1 | -2 | -15 | -8 | 0 | -17 | -0.3 | 2 | -0.1 | -2
CCOc1ccc(S(=O)(=O)N(CC(=O)N/N=C/c2cccs2)c2ccc(C)cc2)cc1 | -1 | 30 | -10 | 3 | 8 | 0.0 | 10 | 4.9 | -76
CC(O)[C@H]1CNC(=O)C(=O)N1CC1(c2ccccc2)CC1 (stereo not given in full) | 1 | -2 | 1 | -3 | 5 | 0.1 | -2 | 0.6 | 7
c1cc(C(c2nnnn2C2CCCCC2)N2CCN3CCCC3C2)ccn1 (stereo not given) | -4 | -3 | 8 | -1 | 2 | 0.1 | 1 | 1.7 | 13
Cc1cccc(-n2ncc3c2CCCC3NC(=O)C2(C(N)=O)CC2)c1C (stereo not given) | -2 | -13 | 1 | -1 | 34 | 0.2 | 1 | 3.2 | 7
COc1ccccc1NC(=O)CSc1n[nH]c(-c2ccccn2)n1 | -4 | 2 | 1 | -2 | 5 | 0.0 | 5 | 1.0 | -6
Cc1ccc(NS(=O)(=O)c2ccc3c(c2)NC(=O)CO3)cc1C | 0 | 8 | -6 | 0 | -21 | -0.1 | -2 | 1.4 | 2
Cn1c2c(c(=O)n(C)c1=O)C(c1cccc(F)c1)C(C#N)=C(N)O2 (stereo not given) | 5 | 0 | 8 | 0 | -42 | -0.1 | -5 | -1.4 | -1
CCN1CCCC1CN(Cc1cc2cc(C)ccc2[nH]c1=O)C(=O)Nc1ccccc1OC (stereo not given) | 10 | 14 | 1 | -4 | 9&-10 | -0.1 | 2 | 3.0 | 7
COC(=O)C1=C(C)Nc2nnnn2C1c1ccc(Cl)cc1Cl (stereo not given) | 1 | -2 | 4 | -1 | -6 | 0.3 | -1 | 4.9 | -18
CCOC(=O)Cn1c(=NC(=O)c2nc3ccccc3s2)sc2cc(S(N)(=O)=O)ccc21 | -1 | 12 | -15 | 4 | 5 | -0.1 | -1 | 2.9 | -5
CCOc1ccc2[nH]c(=O)c(CN(Cc3ccco3)Cc3nnnn3Cc3ccccc3)cc2c1 | -3 | 0 | 5 | -2 | 0 | 0.0 | 1 | 1.4 | 9
S=C(NC1CC1)NC1CCCc2ccccc21 (stereo not given) | -1 | 1 | 8 | -3 | -12 | 0.0 | -3 | 1.6 | -2
CCOC(=O)C(NC(=O)NCc1ccccc1)(OCC)C(F)(F)F (stereo not given) | -1 | -8 | 4 | -1 | -37 | 0.1 | 0 | 3.9 | 9
CC1(C)C(=O)OC(c2ccccc2)C2(CCCC2)C1=O (stereo not given) | -2 | 0 | 0 | -2 | -1 | -0.1 | -1 | -1.6 | 4
COc1ccccc1N1CCN(Cc2nnnn2CCc2ccccc2)CC1 | 1 | 6 | 1 | 2 | -11&-3 | 0.1 | 0 | -0.6 | 13
COc1ccccc1C(C)NC(=O)c1cc(=O)[nH]c2ccccc12 (stereo not given) | 1 | -7 | 0 | 0 | -8 | 0.3 | 0 | 3.1 | 11
CCOC(=O)C1CCN(c2nc(-c3ccc(Br)cc3)nc3ccccc23)CC1 | 1 | 17 | -2 | 0 | 33 | -0.1 | -4 | 2.5 | -2
N#Cc1ccccc1S(=O)(=O)N1CCN(C(=O)CCc2ccccc2)CC1 | . | . | 5 | . | -3 | 0.0 | -3 | 0.4 | 15
CC(C)CN(/C=N/c1sc2c(c1C#N)CCCCC2)CC(C)C | -4 | 5 | 4 | 5 | -2 | 0.1 | -4 | 2.3 | 14
COc1ccc2[nH]cc(CCNC(=O)c3ccco3)c2c1 | . | . | -3 | . | -2 | 0.0 | -1 | 3.1 | 4
CCc1ccc(NC(=O)c2ccc3c(c2)C(=O)N(CCOC)C3Nc2ccc(CC)cc2)cc1 (stereo not given) | 0 | 20 | 2 | 1 | 1 | 0.3 | 3 | -0.9 | -6
NC(=O)c1nn2c(C(F)(F)F)cc(-c3ccccc3)nc2c1Br | 1 | 3 | 8 | 1 | 8 | -0.1 | -2 | -0.1 | -9
O/N=C1/CCSc2ccccc21 | -6 | -8 | 7 | 2 | -3 | -0.1 | -3 | -1.2 | 15
COc1ccc([C@H]2CC(=O)C=C(c3ccc(-c4ccccc4)c(F)c3)C2)cc1 | . | . | -2 | . | -7 | -0.1 | 0 | 0.6 | 12
CCCCNc1oc(-c2cccs2)nc1S(=O)(=O)c1ccccc1 | 2 | 6 | -4 | 2 | 2 | 0.0 | -2 | 1.6 | 13
O=C(NC(=S)Nc1cccc(O)c1)c1ccco1 | 6 | -4 | 1 | 4 | -7 | -0.2 | 5 | 1.6 | 12
O=C(CSc1nnc(CNC(=O)c2cccc(C(F)(F)F)c2)o1)NC1CCCC1 | 1 | -4 | -1 | -2 | -7 | 0.0 | -3 | 5.8 | -10

Compounds shown so far with a Cl atom (two):
SMILES | TPT1 inhibitor | HCV core dimer | LYPLA2 inh | Fh CTSL1 inh | JMJD2C inh | Efflux pump mplx | PP1 counter | PP5 inh | PREPL inh
O=C(/C=C/c1c(Cl)nc2ccccn12)N1CCCCC1 | 2 | 3 | 4 | 2 | 0 | -0.1 | 8 | 2.5 | 1
COC(=O)C1=C(C)Nc2nnnn2C1c1ccc(Cl)cc1Cl (stereo not given) | 1 | -2 | 4 | -1 | -6 | 0.3 | -1 | 4.9 | -18

Later entries
SMILES | TPT1 inhibitor | HCV core dimer | LYPLA2 inh | Fh CTSL1 inh | JMJD2C inh | Efflux pump mplx | PP1 counter | PP5 inh | PREPL inh
CC1(C)CC2CC(C)(CN2S(=O)(=O)c2ccc(C(=O)Nc3cc(S(=O)(=O)N4CCOCC4)ccc3Cl)cc2)C1 (stereo not given) | -1 | 30 | 13 | -1 | 9 | -0.3 | 6 | 1.3 | -6
O=C1CN(C(=O)CN2CCCC2)C(c2ccccc2)c2cc(Br)ccc2N1 (stereo not given) | -1 | -1 | 5 | 7 | -2 | -0.1 | -3 | -5.7 | 13
CC(=O)N1CCc2cc(S(=O)(=O)N3c4ccccc4CC3C)ccc21 (stereo not given) | 1 | 2 | 7 | 1 | 9 | -0.1 | 5 | 1.0 | -4
C/C=C/c1ccc(OCCCCN(C)Cc2ccccc2)c(OC)c1 | 2 | -2 | 0 | 7 | 12 | 0.1 | 0 | 3.2 | 0
N#C/C(=C(/O)c1ccc([N+](=O)[O-])o1)c1nc2ccccc2[nH]1 | -6 | -18 | 7 | 3 | 1 | 0.0 | -2 | 0.9 | 9
CCOC(=O)N1C2=NC(C(=O)OC)=C(C(=O)OC)[C@@H]3Nc4ccccc4[C@]23C[C@H]1C(=O)OC | -4 | -3 | 0 | -6 | -3 | -0.2 | 2 | -0.9 | 6
Cc1nnc(NC(=O)c2ccc(S(=O)(=O)N3CCOCC3)cc2)s1 | -1 | -3 | 5 | 3 | 5 | 0.0 | -1 | 0.3 | -3
COc1ccc(OCCCC(=O)Nc2ccc(N3CCCCC3)cc2)cc1 | -3 | 2 | 8 | -3 | -18 | 0.1 | 6 | -0.5 | 6
CCOc1ccccc1C(=O)Nc1ccc(S(=O)(=O)Nc2nccc(C)n2)cc1 | 2 | 3 | 1 | 1 | 5 | 0.0 | -1 | 2.6 | -10
Cc1ccc(C(c2nnnn2CCC(C)C)N2CCN(C)CC2)cc1 (stereo not given) | -3 | -2 | 2 | -3 | 6 | -0.1 | -3 | 0.1 | 14
COc1ccc(C(=O)C(C)OC(=O)CCN2C(=O)C3CC=CCC3C2=O)cc1 (stereo not given) | . | . | -9 | . | 3 | 0.1 | -3 | -3.1 | 11
Fc1ccccc1-c1csc(-c2cccnc2)n1 | -1 | 5 | -5 | 0 | 0 | -0.1 | -1 | 1.5 | -10
Cc1nc([N+](=O)[O-])c(Br)n1CC(=O)c1cccc([N+](=O)[O-])c1 | -8 | 1 | 9 | -1 | -1 | 0.0 | -2 | 0.5 | -4
O=C(NNc1ccc([N+](=O)[O-])cc1)c1ccco1 | 2 | 2 | 4 | 1 | 4 | 0.1 | 0 | 1.6 | 0
Cc1cc(-c2nnc(SCC(=O)Nc3ccccn3)o2)no1 | 4 | 2 | -1 | -2 | 5 | 0.0 | -1 | -1.4 | -4
COc1ccccc1NS(=O)(=O)c1cc(C(=O)NCC2CCCO2)ccc1C (stereo not given) | -2 | -1 | 0 | -2 | -9 | 0.0 | -5 | -0.4 | 2
COc1cccc(NC(=O)Nc2nnc(-c3ccccc3SCc3ccccc3)s2)c1 | -5 | -6 | -5 | 3 | 6 | 0.2 | 6 | -1.2 | -6
O=C(C(Cc1ccccc1)N1C(=O)C2C3CCC(C3)C2C1=O)N1CCCCC1 (stereo not given) | -1 | 2 | 3 | 4 | -21 | -0.1 | -1 | -0.3 | 28
CN(C)c1ccc(/C=N\NC(=O)c2csnn2)cc1 | -1 | -18 | 1 | 4 | -18 | -0.2 | -4 | -0.3 | -6
COc1ccc(/C=C/C(=O)N2CCN(c3ccccn3)CC2)c2ccccc12 | 8 | 2 | -3 | 0 | 15 | -0.3 | 3 | 2.5 | 14
COc1ccc(C2=NS(=O)(=O)N(C)C(C(=O)N(C)Cc3ccccc3)=C2)cc1 | -2 | -2 | 0 | 5 | 2 | -0.1 | 11 | -2.3 | -6
CC(=O)c1c(C)[nH]c(C)c1C(C)=O | -1 | -7 | -2 | -6 | -6 | 0.3 | -10 | 0.9 | 1
CC(C)NS(=O)(=O)c1ccc(NC(=O)c2cccnc2)cc1 | 6 | 4 | 0 | 6 | 1 | -0.2 | -1 | 2.1 | 7
COc1cccc(/C=N/NC(=O)CC(=O)NCCc2ccc(OC)c(OC)c2)c1 | -5 | 2 | 0 | -5 | 6 | -0.1 | -9 | 1.9 | -2
O=C(O)CC1S/C(=N/N=C/C=C/c2ccccc2[N+](=O)[O-])NC1=O (stereo not given) | 4 | -14 | 2 | 1 | -9 | 0.2 | -2 | 4.1 | 10

Screens from PubChem.
